# Compound activity from PubChem.
# PMI inhibition: human PMI inhibitors, high substrate, primary screen, biochemical, fluorescence intensity, high mannose 6-phosphate (AID 1220); Mannose-6-phosphate isomerase (Homo sapiens); recombinant PMI enzyme, coupled fluorescence intensity; higher % means a stronger effect; inhibition, % at 20 µM, or IC50 in µM where a hit was titrated; 0.66% of 190,000 active
# AID2073: inhibitors of Mint1-CaV2.2 protein interaction, biochemical, HTRF (AID 2073); Voltage-dependent N-type calcium channel subunit alpha-1B (Homo sapiens); HTRF protein-protein interaction, Mint1-CaV2.2; higher % means a stronger effect; one-dose inhibition, % at 20 µM; IC50 in µM for titrated hits; 0.19% of 290,000 active; in the data active = inhibition mostly above about 51%, no sharp cut-off; inconclusive = no clear call, values can overlap the other calls; inactive = mostly below about 53%; also: some results filed as inactive read as strong as hits
# M17LAP inhibition: P. falciparum M17LAP inhibitors, primary screen, biochemical, fluorogenic H-Leu-NHMec substrate, 1536-well (AID 1619); inhibition, % at 30 µM, or IC50 in µM where a hit was titrated; Leucine aminopeptidase (Plasmodium falciparum (isolate 3D7)); 0.38% of 220,000 active; recombinant M17LAP, H-Leu-NHMec fluorogenic kinetic assay; higher % means a stronger effect;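 active = compound inhibiting the enzyme by more than half at any dose during confirmatory dose-response retesting; inconclusive = strong single-dose inhibitors picked by rank but not retested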;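 also: plate controls were full reaction with DMSO carrier for no effect and no enzyme background for full effect; strong numbers were not always called active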
# SIAH1 antagonists: Siah-1 peptide-binding antagonists, primary screen, biochemical, fluorescence polarization, rhodamine-plectin, uHTS (AID 1817); E3 ubiquitin-protein ligase SIAH1 (Homo sapiens); Siah-1 / rhodamine-plectin peptide fluorescence polarization; higher % means a stronger effect; displacement, % at 20 µM, or IC50 in µM where a hit was titrated; 0.02% of 290,000 active;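 active = displacement of at least 50% at 20 µM, with a fluorescence ratio check between 0.3 and a set limit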;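 also: plate controls were Siah plus tracer with DMSO for no effect and tracer alone without Siah for full effect; strong numbers were not always called active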
# P. falciparum M1AAP: P. falciparum M1AAP inhibitors, biochemical, fluorogenic H-Leu-NHMec substrate, 1536-well (AID 1445) | recombinant M1AAP, H-Leu-NHMec fluorogenic kinetic assay; higher % means a stronger effect | 0.42% of 220,000 active | inhibition, % at 30 µM, or IC50 in µM where a hit was titrated | Aminopeptidase N (Plasmodium falciparum (isolate 3D7));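 active = primary inhibition above the hit cutoff, then over 50% inhibition at one or more dose response concentrations, cut at about 23% in these data, passing the limit was not always enough; inconclusive = conflicting primary data, or primary hits not chosen for dose response; inactive = low primary inhibition, or under 50% at every dose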;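 also: plate controls were DMSO full reaction for no effect and no enzyme background for full effect; strong numbers were not always called active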
# PMI inhibitors: inhibitors of human PMI, primary screen, biochemical, fluorescence intensity, coupled assay (AID 1209). purified PMI enzyme, coupled fluorescence intensity; higher % means a stronger effect. Mannose-6-phosphate isomerase (Homo sapiens). one-dose inhibition, % at 20 µM; IC50 in µM for titrated hits. 0.42% of 190,000 active;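 also: plate controls were DMSO vehicle for no effect and wells lacking substrate for full effect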
# Dynein transport: inhibitors of GR-EGFP nuclear translocation, primary screen, dynein cargo transport inhibitor project, imaging, high-content, 3617.4 mouse cells; test concentration mostly 20 µM; stimulated with dexamethasone, 1 µM; stronger effect = lower value; z-score, hits read low; 0.47% of 220,000 active; AID 1381, 2008;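 active = plate z-score of nuclear minus cytoplasmic receptor signal below a set negative limit, without overly bright fluorescence or cell loss, cut at about -3.5 in these data, passing the limit was not always enough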;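 also: z-score of nuclear minus cytoplasmic ring GR-EGFP intensity difference per well; some compounds called inactive have numbers as strong as hits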
#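 Medium: Induction medium lacking tetracycline, stripped serum | Probe or stimulus: 1.0 µM final dexamethasone stimulus | Schedule: 48 h induction, then 1 h compound, then 30 min agonist, 37 °C | Signal: Automated 10x imaging of fixed Hoechst-stained cells | Evaluation: Per-cell GR-EGFP intensity, nucleus versus surrounding cytoplasmic ring, well-averaged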
# XIAP displacement: XIAP antagonists, biochemical, IAP family, fluorescence polarization (AID 1018) | one-dose displacement, % at 20 µM; IC50 in µM for titrated hits | 0.007% of 200,000 active | XIAP BIR domain, fluorescence polarization peptide displacement; higher % means a stronger effect | E3 ubiquitin-protein ligase XIAP (Homo sapiens); in the data active = displacement above about 50%; also: a part of the inactive calls stands beside numbers as strong as those of hits
# LYP phosphatase: inhibitors of LYP phosphatase, biochemical, fluorescence intensity, uHTS (AID 1779) | inhibition, % at 11.5 µM; hits with a dose series show IC50 in µM | recombinant LYP phosphatase, fluorescence intensity; higher % means a stronger effect | 0.054% of 290,000 active | Tyrosine-protein phosphatase non-receptor type 22 (Homo sapiens);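 also: plate controls were vehicle with enzyme for no effect and no enzyme for full effect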
# Dynein transport cytoplasmic EGFP: second read-out of Dynein transport, no call of its own (marks repeat the call); z-score; measured here: cytoplasmic GR-EGFP intensity; stronger effect = higher value
# Dynein transport nuclear GR-EGFP: recorded beside Dynein transport, whose call it bears; z-score; measured here: nuclear GR-EGFP intensity;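 lower value marks the stronger effect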
# Dynein transport cell count: second read-out of Dynein transport, no call of its own (marks repeat the call); z-score; measured here: cell count per field
# The depositor's hits bear a star; ? = inconclusive; . = no result given. Rule as the data show it, unless noted: active = inhibition above about 50%; inactive = the rest.
SMILES,PMI inhibition,AID2073,M17LAP inhibition,SIAH1 antagonists,P. falciparum M1AAP,PMI inhibitors,Dynein transport,Dynein transport cytoplasmic EGFP,Dynein transport nuclear GR-EGFP,Dynein transport cell count,XIAP displacement,LYP phosphatase
CCOC(=O)CC1C(=O)NCCN1C(=O)c1sc2ccccc2c1Cl (stereo unspecified),-2%,0%,-5%,4%,13%,3%,-1.3,-0.25,-0.71,1.6,-3.6%,-8%
Cc1ccc(C(C)C)c(OCCCN2CC(C)OC(C)C2)c1 (stereo unspecified),-6%,11%,7%,-1%,5%,5%,0.25,-0.23,0.19,-0.00069,1.1%,1%
CCOc1ccccc1NC(=O)NCc1ccco1,.,0%,4%,9%,5%,.,0.63,-0.26,0.21,-0.19,.,-3%
O=C(N/N=C1\CCS(=O)(=O)c2ccc(F)cc21)c1ccc([N+](=O)[O-])cc1,.,12%,.,0%,.,.,-0.45,-0.75,-0.45,-0.16,.,-2%
CCc1c(C)c(C#N)c2nc3ccccc3n2c1Cl,-12%,18%,-23%,5%,-6%,-8%,-1.1,1.2,-0.69,-2.1,1.8%,-2%
O=C(NC1CCCCC1)C(c1cccnc1)N(C(=O)c1ccc(Cl)nc1)C1CCCCC1 (stereo unspecified),-8%,2%,-14%,-7%,10%,-10%,-0.32,-0.096,-0.11,0.18,-6.1%,0%
Cc1ccc(S(=O)(=O)CCC(=O)OCC(=O)c2ccc(C)c(C)c2)cc1,-4%,11%,16%,10%,0%,-2%,-0.3,-0.31,-0.26,0.57,-0.3%,2%
CC1CCCCN1Cc1ccc(-c2nn[nH]n2)cc1 (stereo unspecified),0%,-4%,-6%,-3%,-2%,5%,1.8,-0.21,0.88,-2.3,-4.6%,-6%
O=C(CCc1ccccc1)NNC(=O)c1ccccn1,16%,6%,8%,-1%,8%,5%,-0.28,-0.29,-0.069,0.55,-2.0%,-4%
COc1ccc(C2c3c(oc4ccccc4c3=O)C(=O)N2c2ccccn2)cc1OC (stereo unspecified),-6%,-6%,2%,8%,3%,11%,-1.2,0.99,-0.27,0.56,1.8%,-3%
Cc1ccc(NC(=O)Cn2c(=O)oc3ccccc32)cc1,-3%,-2%,5%,4%,7%,0%,0.1,-0.094,0.11,0.21,-2.2%,-1%
CN1CCN(c2ccccc2NC(=O)c2ccc(-c3ccccc3)cc2)CC1,17%,-3%,10%,-1%,2%,21%,-1.2,0.13,-0.26,-2.9,2.2%,2%
CC1=NN(c2nc(-c3ccc(C)cc3)cs2)C(=O)C1N=Nc1cccc(O)c1 (stereo unspecified),20%,28%,-1%,-4%,7%,4%,3.2,-0.28,1.4,-2.5,-7.7%,8%
CC1CCN(CC(=O)Nc2nn(-c3ccccc3)nc2C(N)=O)CC1,-7%,4%,12%,0%,-2%,-9%,2,-0.082,1.1,-1.5,-4.3%,-7%
CCc1c(C)sc(NC(=O)c2cc(-c3ccc(OC)c(OC)c3)on2)c1C#N,2%,-1%,-1%,1%,0%,6%,0.7,-0.16,0.49,-1.6,-2.4%,-5%
CCC(C)N1C(=S)SC(C)(C)C1N(O)C(=O)NC1CCCCC1 (stereo unspecified),.,5%,0%,4%,1%,.,-0.26,-0.15,0.34,0.5,.,-8%
FC(F)(F)c1cc(-c2ccco2)nc(-n2nnc3ccccc32)n1,8%,12%,17%,0%,12%,16%,0.22,-0.19,0.53,-0.083,-5.4%,-1%
Cn1c(C(=O)N2CCCC(C(=O)NCc3ccc4c(c3)OCO4)C2)cc2sccc21 (stereo unspecified),0%,10%,8%,-2%,5%,0%,-0.15,-0.19,0.13,0.31,-3.6%,-1%
Cc1noc(C)c1COC(=O)C(c1ccccc1)c1ccccc1,12%,-10%,15%,-2%,-4%,-7%,0.22,-0.19,0.045,0.29,-7.9%,-2%
COc1ccc(-c2nnc(SCc3ncc(-c4ccccc4)o3)o2)cc1,6%,-11%,-3%,1%,4%,-10%,-0.6,-0.21,0.059,0.36,-2.6%,0%
O=C(CSc1ccc(-c2cccc([N+](=O)[O-])c2)nn1)N1CCCCCC1,0%,7%,1%,-9%,0%,0%,-0.3,-0.34,-0.18,-0.049,-8.3%,28%
CC(=O)Nc1ccc(Oc2cc(NC(C)=O)cc([N+](=O)[O-])c2)cc1,-3%,4%,-1%,6%,-1%,2%,-0.38,0.31,-0.22,-0.37,-2.7%,-3%
CN1CCN(C(=O)CCc2ncc(C(F)(F)F)cc2Cl)CC1,2%,5%,-4%,1%,3%,-1%,-1.4,-0.24,-0.8,1.3,-6.9%,0%
COC(=O)CC1c2cc(OC)c(OC)cc2CC(=O)c2cc(OC)c(OC)cc21 (stereo unspecified),-96%,4%,10%,9%,-2%,-46%,-0.032,-0.22,0.034,-0.7,-5.4%,-4%
CCc1nnc(NC(=O)CSc2nnc(-c3ccc(O)cc3)n2C)s1,9%,-5%,-3%,-5%,3%,10%,1.1,-0.34,0.93,-0.72,-2.3%,-8%
CCOC(=O)N/N=C(/C)c1cccc(-n2cnnn2)c1,-12%,42%,-3%,2%,-3%,-11%,0.024,0.21,0.21,0.43,-4.4%,-4%
Cc1ccc(Nc2cc(C)nc3nnnn23)cc1,11%,0%,5%,-2%,4%,16%,0.58,-0.25,0.48,0.032,1.3%,-6%
CCOc1ccc(CN(CCC#N)C(=S)NC(=O)c2ccccc2)cc1,16%,-1%,7%,1%,-7%,12%,0.031,-0.25,0.061,0.18,-4.4%,-1%
OC[C@H](O)[C@H](O)[C@@H](O)[C@@H](O)[C@@H]1SC(c2ccccc2)=NN1c1ccccc1,.,-20%,3%,-3%,3%,.,-0.54,-0.25,-0.4,0.32,.,-4%
Cc1ccc(O)c(C(=O)c2cc(C(=O)NCCc3ccccc3)c(=O)n(CCc3ccccc3)c2)c1,2%,24%,6%,13%,-1%,7%,-0.48,0.062,0.11,-1.1,-4.0%,7%
CCn1nc(C)c(C2C(C#N)=C(N)OC3=C2C(=O)CC(C)(C)C3)c1C (stereo unspecified),-2%,6%,13%,2%,1%,-4%,-0.3,-0.18,-0.4,0.7,-5.2%,2%
Cc1ccc(OCC(=O)Nc2ccc(N3CCN(C(=O)c4ccc(C)cc4)CC3)cc2)cc1,-3%,10%,-3%,-6%,-3%,2%,-0.21,-0.26,0.091,0.19,-1.8%,-13%
O=C(c1ccc(Cl)cc1)N(Cc1ccccc1F)N1C(=O)CCCC1=O,1%,4%,-2%,-3%,3%,0%,-1.1,-0.3,-0.24,1.5,-5.1%,-5%
CCNS(=O)(=O)c1ccc2c(c1)n(C)c(=O)n2C,-8%,7%,7%,2%,8%,-7%,-0.88,-0.25,-0.59,0.86,-4.6%,-11%
Cc1nn(Cc2cccc(F)c2)c(C)c1NC(=O)c1ccc(COc2ccccc2Cl)cc1,16%,-4%,-4%,-1%,14%,21%,1.4,0.1,1.3,-1.1,-3.2%,-2%
NNC(=O)Cn1nc2n(c1=O)-c1ccccc1SC2,.,1%,7%,1%,0%,.,0.48,-0.19,0.0085,-0.98,.,-2%
CCCC(=O)Nc1ccc(Cl)c(NC(=O)CC)c1,9%,32%,7%,0%,10%,7%,0.027,-0.2,-0.2,-0.024,-3.6%,-12%
CNC(=S)N1N=C(c2ccccc2)CC1c1ccc(Br)cc1 (stereo unspecified),11%,8%,4%,10%,8%,13%,-0.51,-0.22,-0.41,0.74,-3.4%,2%
CN(Cc1ccccc1)C(=O)c1nc2ccccn2c1CNCCCOc1cccnc1,-8%,26%,21%,4%,0%,2%,-0.62,1.1,0.13,0.55,-5.1%,-8%
O=C(Nc1ccccc1)Nc1ccc(Br)c(Cl)c1,-8%,-1%,-8%,8%,-1%,-8%,0.36,-0.2,0.32,-0.33,-4.5%,-5%
CCOc1ccc(NC(=S)NCc2ccco2)cc1,41%,-6%,27%,16%,3%,9%,-0.38,-0.32,-0.17,0.31,-5.2%,-3%
O=S(=O)(N/N=C/c1ccc(N2CCOCC2)cc1)c1ccc(Br)cc1,-32%,15%,4%,-2%,2%,-33%,4.6,-0.32,3,-1.3,-2.4%,3%
O=C(NCc1ccco1)c1cc2ccccc2o1,-5%,7%,4%,2%,4%,-11%,-1.3,-0.33,-0.7,1.2,-2.4%,-4%
CCOC(=O)N1CCN(S(=O)(=O)c2ccc(C(=O)Nc3nnc(C)o3)cc2)CC1,-6%,3%,-13%,-3%,0%,-6%,0.2,-0.27,-0.23,0.11,-2.0%,-4%
COC(=O)C(CCSC)NC(=O)CNS(=O)(=O)c1ccc(Cl)cc1 (stereo unspecified),6%,1%,-1%,-2%,-3%,-2%,1.3,0.29,0.67,-3,-4.4%,-8%
CC(=O)c1cnc2nc(C(F)(F)F)nn2c1C,1%,?,2%,0%,5%,1%,-1.2,-0.033,-0.4,0.2,-3.4%,3%
O=C(CCCCCNC(=O)c1ccccc1Br)N=Nc1c(O)[nH]c2ccccc12,-2%,0%,8%,7%,20%,-8%,-0.79,-0.33,0.35,-0.21,-3.1%,-2%
CCOC(=O)c1c(CC(C)C)csc1NC(=O)c1ccccc1C(=O)O,.,10%,-3%,0%,4%,.,1.1,-0.2,1.2,-1.7,.,2%
CCOP(=O)(OCC)C(Nc1ccccc1)c1cccnc1 (stereo unspecified),.,-5%,3%,-4%,10%,.,-0.65,-0.026,0.025,0.67,.,-6%
Cc1ccc(NC(=O)COC(=O)Cc2ccsc2)cc1S(=O)(=O)N(C)C,.,7%,4%,3%,13%,.,-1.4,-0.83,-0.61,0.82,.,5%
